From PubChem BioAssay
LGR2 inh: inhibitors of bursicon-induced Drosophila LGR2 receptor cAMP signaling; HEK293 LGR2, CRE-luciferase, bursicon-stimulated, 4 h; inhibition, % at 9.99 µM; 380,000 compounds, 0.35% hits;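 active means drop in luminescence signal, shown as inhibition above about 50% in the replicate tests, limit read from the data, passing the limit was not always enough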;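 further: agonist challenge used bursicon conditioned medium at about half maximal strength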
EWS-Fli block: EWS/Fli transcriptional activity inhibition. A673 NR0B1-luciferase reporter, viability-normalised. inhibition, % at 12.6 µM. 350,000 compounds, 0.67% hits. AID 651661;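 active means mean inhibition of at least 50% after viability correction, with every replicate also passing that limit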;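 further: firefly luciferase signal divided by Alamar Blue viability fluorescence both relative to DMSO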
SIRT5 block: sirtuin-5 (human) deacylase inhibition; Q9NXA8; Purified SirT5, succinyl-peptide AMC, trypsin-coupled fluorescence; inhibition, % at 15 µM; 330,000 compounds, 1.1% hits; in the data active means inhibition above about 15%
Target sequence (Q9NXA8 whole entry, looked up): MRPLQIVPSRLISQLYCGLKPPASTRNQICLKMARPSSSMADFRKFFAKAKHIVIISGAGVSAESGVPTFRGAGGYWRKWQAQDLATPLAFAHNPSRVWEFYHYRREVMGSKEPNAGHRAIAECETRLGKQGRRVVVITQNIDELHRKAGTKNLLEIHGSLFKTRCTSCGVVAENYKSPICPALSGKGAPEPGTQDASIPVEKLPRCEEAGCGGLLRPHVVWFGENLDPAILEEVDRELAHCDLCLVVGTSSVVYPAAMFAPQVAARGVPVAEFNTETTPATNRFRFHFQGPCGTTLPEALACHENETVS
ARNT TACC3 PPI: disruptors of human ARNT/TACC3 interaction; inhibition, % at 9.99 µM; 390,000 compounds, 0.66% hits; AlphaScreen His-ARNT PAS-B/GST-TACC3 binding, luminescence; TACC3 fragment carries E629A point mutation; AID 623870;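 active means mean inhibition of replicates at least 50% and at least half of replicates each reaching 50%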;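 further: 0% = complete ARNT plus TACC3 wells and 100% = ARNT alone without TACC3; many hits fall short of the cut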
PAX8 reporter: PAX8 transcriptional activity inhibition | RMG-I TPO-luciferase reporter, SteadyGlo, 24 h | inhibition, % at 12.6 µM | 360,000 compounds, 1.2% hits;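 active means mean replicate inhibition at least 60% with every replicate also reaching 60%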;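 further: luciferase light reporting Pax8 driven TPO promoter activity; plate controls were median of neutral control wells for no effect and mitoxantrone controls for full effect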
CASP6 VEID inh: inhibitors of human caspase-6; P55212; purified caspase-6, Z-VEID-R110 cleavage fluorescence; inhibition, % at 12.5 µM; 350,000 compounds, 0.53% hits;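 active means mean inhibition across replicates at least about 35%, with every replicate also reaching that limit, limit read from the data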;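 further: 0% = median of neutral control wells and 100% = no fluorescence left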
Target sequence (P55212 24-179 limits assumed): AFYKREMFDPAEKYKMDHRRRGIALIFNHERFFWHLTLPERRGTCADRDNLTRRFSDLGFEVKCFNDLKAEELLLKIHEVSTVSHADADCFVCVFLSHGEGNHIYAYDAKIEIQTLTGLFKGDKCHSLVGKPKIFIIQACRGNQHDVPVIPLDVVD
Target sequence (P55212 194-293 limits assumed): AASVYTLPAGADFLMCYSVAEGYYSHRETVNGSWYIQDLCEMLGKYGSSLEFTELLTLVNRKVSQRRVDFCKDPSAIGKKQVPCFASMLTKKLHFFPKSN
DENV2 CPE rescue: protects cells from dengue virus 2 cytopathic effect; DENV2-infected cells, cytopathic effect rescue, plate reader; CPE inhibition, % at 9.99 µM; 350,000 compounds, 1.7% hits; AID 651640; in the data active means CPE inhibition above about 20%, passing the limit was not always enough; tested in BHK-21 cells;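 further: 0% = median of neutral control wells and 100% = median of positive control wells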
Active calls of the source: *; · = no result given.

Abbreviations – A = LGR2 inh; B = EWS-Fli block; C = SIRT5 block; D = ARNT TACC3 PPI; E = PAX8 reporter; F = CASP6 VEID inh; G = DENV2 CPE rescue
smiles: CCOc1ccc(C2CC(c3ccc(F)cc3)Nc3nc(N)nn32)cc1 (stereo not given)
  A: 5; B: 0; C: 0; D: -4; E: 8; F: -1; G: 16

smiles: O=C(C[C@@H]1CC[C@H]2[C@@H](COC[C@H](O)CN2C(=O)Nc2ccc(Cl)c(Cl)c2)O1)NCc1ccc(F)cc1
  A: 1; B: -5; C: -1; D: 11; E: 2; F: 0; G: -14

smiles: CN(CCCS(=O)(=O)[O-])c1ccc(/C=C/c2ccc3ccccc3[n+]2C)cc1
  A: -1; B: -6; C: -3; D: -1; E: 5; F: -1; G: 2

smiles: C[C@H](CO)N1C[C@H](C)[C@@H](CN(C)Cc2ccc(C(F)(F)F)cc2)Oc2ccc(NC(=O)CCCN(C)C)cc2CC1=O
  A: 6; B: ·; C: -4; D: 11; E: -2; F: 2; G: -1

smiles: CC(C)c1ccc(/C=N/n2c(COc3ccccc3)n[nH]c2=S)cc1
  A: 5; B: 22; C: -3; D: 2; E: 11; F: 4; G: 20

smiles: CC(C)(C)N1CC23C=CC(C[C@@H]2C1=O)O3 (stereo not given in full)
  A: 0; B: 2; C: ·; D: -2; E: 1; F: ·; G: -13

smiles: CCOC(=O)c1c(NCCN(C)C)c2ccccc2[nH]c1=O
  A: -9; B: 3; C: 0; D: -5; E: -4; F: 4; G: 2

smiles: COc1ccc(NC(=O)O[C@H]2[C@H](OC(=O)Nc3ccc4c(c3)OCO4)[C@H](OC(=O)Nc3ccc4c(c3)OCO4)[C@@H](OC)O[C@@H]2CO)cc1
  A: ·; B: -18; C: -1; D: ·; E: -3; F: -2; G: 1

smiles: CCOC(=O)CSc1cc(CS(C)(=O)=O)nc(-c2ccccn2)n1
  A: 4; B: 5; C: -4; D: 3; E: 22; F: 0; G: 2

smiles: COc1ccc(CC(N)c2csc(NC(=O)c3ccccc3OC)n2)cc1 (stereo not given)
  A: -3; B: 7; C: ·; D: ·; E: 10; F: -3; G: 6

smiles: C[C@@H]1CN([C@H](C)CO)C(=O)c2cc(NS(C)(=O)=O)ccc2O[C@@H](C)CCCCO[C@H]1CN(C)C(=O)NC1CCCCC1
  A: -6; B: 4; C: ·; D: -7; E: 0; F: ·; G: -3

smiles: CCc1nn(C(CC)C(=O)NCc2cccc(OC)c2)c(=O)c2cc3occc3n12 (stereo not given)
  A: -1; B: ·; C: 2; D: 1; E: -68; F: 4; G: 3

smiles: COc1ccc(N=Nc2ccc(O)c3ncccc23)cc1
  A: -13; B: 15; C: 1; D: 9; E: 49; F: -2; G: -1

smiles: CNc1ccc(Oc2nc([N+](=O)[O-])nn2C)cc1
  A: -9; B: -11; C: 4; D: -2; E: 1; F: -3; G: 1

smiles: O=C(/C=C/c1ccc2c(c1)OCO2)NCc1ccncc1
  A: -25; B: 3; C: -2; D: 3; E: 9; F: 0; G: -4

smiles: CCNC(=O)N1C[C@H]2CON(C)[C@H]2C[C@H]1c1ccc(N2CCCCC2)cc1
  A: 5; B: -15; C: -2; D: ·; E: -20; F: -1; G: 18

smiles: C[C@@H]1CN([C@@H](C)CO)C(=O)c2cccc(NC(=O)C3CCCCC3)c2O[C@H]1CN(C)Cc1ccccc1
  A: 9; B: -1; C: 6; D: 8; E: 6; F: 2; G: -8

smiles: COc1ccc(NC(=O)Nc2ccc3c(c2)C(=O)N([C@@H](C)CO)C[C@@H](C)[C@@H](CN(C)C(=O)Nc2c(C)noc2C)OCCCC[C@@H](C)O3)cc1
  A: -3; B: 0; C: -4; D: 4; E: ·; F: -1; G: 1

smiles: CCOc1ccc2nc3cc(NCc4ccc(OC)cc4)ccc3c(N)c2c1
  A: 21; B: ·; C: -5; D: 11; E: ·; F: 73*; G: ·

smiles: CN1CCN(C(=O)C[C@H]2C=C[C@H](NS(=O)(=O)c3cccc(F)c3)[C@H](CO)O2)CC1
  A: -5; B: -16; C: 4; D: 15; E: -11; F: -2; G: -5

smiles: COc1ccc(-c2n[nH]c(=S)n2-c2ccc(C)cc2)cc1
  A: 1; B: -3; C: -5; D: -8; E: 13; F: 0; G: -7

smiles: COc1ccc(C(=S)N2CCN(c3cccc(Cl)c3)CC2)cc1
  A: 3; B: 1; C: 1; D: 8; E: 2; F: -2; G: 4

smiles: CC(C)(C)[C@H]1CCC(=O)N([C@H](CC#N)Cc2ccccc2)CC1
  A: -10; B: 4; C: 3; D: -2; E: -10; F: 4; G: -7

smiles: CC1CCCN(C(=O)c2ccc(Cl)c(S(=O)(=O)N3CCCCCC3)c2)C1 (stereo not given)
  A: -4; B: -18; C: -2; D: ·; E: -65; F: 2; G: -4

smiles: Cc1ccc(S(=O)(=O)Nc2ccc3c(c2)CC(=O)N([C@@H](C)CO)C[C@@H](C)[C@H](CN(C)CC2CCCCC2)O3)cc1
  A: ·; B: 16; C: 7; D: 9; E: ·; F: -1; G: -15

smiles: CCOC(=O)C1CCN(c2c(NCc3ccc(C(=O)N(C)Cc4ccccc4)cc3)c(=O)c2=O)CC1
  A: 17; B: 6; C: ·; D: ·; E: 1; F: -1; G: 13

smiles: Cc1ccc(NS(=O)(=O)c2ccc3c(c2)N(C)CCO3)cc1
  A: 0; B: ·; C: 22*; D: 3; E: 15; F: 0; G: 10

smiles: CC(NC(=O)COc1ccc(S(=O)(=O)N2CCOCC2)cc1)c1ccccc1 (stereo not given)
  A: 10; B: -5; C: -1; D: ·; E: 0; F: -2; G: -10

smiles: O=C(NCc1ccc(F)cc1)C1CCCN(c2nc3ccsc3c(=O)s2)C1 (stereo not given)
  A: -4; B: 1; C: -6; D: 0; E: -5; F: 0; G: 10

smiles: CCOc1ccc(CN2CCN(Cc3ccon3)CC2CCO)cc1 (stereo not given)
  A: -10; B: 12; C: ·; D: ·; E: 7; F: 0; G: -1

smiles: CC(=O)Nc1ccc2nc(SCC(=O)NCCOc3ccccc3)sc2c1
  A: 9; B: -3; C: -1; D: 5; E: -15; F: -3; G: 3

smiles: O=C(NCCN1CCN(S(=O)(=O)c2ccc(F)cc2)CC1)C(=O)NCc1ccccc1
  A: -3; B: -5; C: -1; D: -7; E: 9; F: 0; G: -1

smiles: O=C(O)CSc1nnc(COc2ccc([N+](=O)[O-])cc2)n1-c1ccccc1
  A: 16; B: -10; C: 0; D: -2; E: -5; F: 3; G: ·

smiles: COc1cc(C(=O)O/N=C(\N)Cc2ccc([N+](=O)[O-])cc2)cc(OC)c1OC
  A: ·; B: 22; C: -6; D: ·; E: 23; F: 2; G: -9

smiles: O=C(NC[C@H]1N[C@H](CO)[C@@H]1c1ccc(C2=CCCC2)cc1)c1ccccc1
  A: -13; B: 4; C: -4; D: 7; E: 12; F: -1; G: 7

smiles: COc1ccccc1CNC(=O)CN(C)S(=O)(=O)c1ccc(Br)s1
  A: 12; B: 7; C: -5; D: -34; E: -11; F: -6; G: -8

smiles: Cc1nnsc1C(=O)NC1CCCc2c1cnn2-c1ccccc1F (stereo not given)
  A: 20; B: 19; C: 1; D: 0; E: 31; F: 0; G: -6

smiles: C[C@H]1CN([C@@H](C)CO)C(=O)Cc2cc(NS(C)(=O)=O)ccc2O[C@@H]1CN(C)S(=O)(=O)c1cn(C)cn1
  A: 10; B: -9; C: ·; D: 10; E: -18; F: ·; G: ·

smiles: Cc1nn(-c2ccccc2)c(Cl)c1/C=N/NC(=O)OC(C)(C)C
  A: -20; B: -118; C: 0; D: -5; E: 24; F: 1; G: 2

smiles: Cc1ccccc1NC(=O)CN(C)S(=O)(=O)c1cccs1
  A: -1; B: 3; C: -1; D: -4; E: -16; F: 3; G: 5

smiles: Cc1cccc(C)c1NC(=O)c1ccc2c(c1)CCN2S(C)(=O)=O
  A: 5; B: -7; C: -4; D: 3; E: 2; F: 0; G: 2

smiles: C[C@@H]1CN([C@@H](C)CO)C(=O)c2cccc(NS(=O)(=O)c3cccs3)c2O[C@@H]1CN(C)C(=O)Nc1ccc2c(c1)OCO2
  A: -33; B: 1; C: 10; D: 5; E: ·; F: -1; G: 1

smiles: CC1CCN(S(=O)(=O)c2ccc3c(c2)N(CC(=O)NCCCN2CCCCC2C)C(=O)CS3)CC1 (stereo not given)
  A: 0; B: ·; C: 1; D: -2; E: -22; F: -52; G: 13

smiles: COc1ccc([C@H]2C[C@@H](O)[C@H](n3cc(COC(=O)c4ccccc4)nn3)CN2C(=O)C2CCCCC2)cc1
  A: -9; B: -11; C: 3; D: ·; E: -8; F: -3; G: -6

smiles: COc1ccc(S(=O)(=O)NCc2ccncc2)cc1NC(=O)c1ccccc1
  A: 1; B: 18; C: -1; D: ·; E: 17; F: -3; G: -12

smiles: CCOC(=O)C1=C(CNC(C)(C)CC(C)(C)C)NC(=O)NC1c1cccc([N+](=O)[O-])c1 (stereo not given)
  A: 14; B: 19; C: ·; D: 2; E: 19; F: 3; G: -12

smiles: COc1ccc(-c2oc3cc(O)c(OC)c(O)c3c(=O)c2OC)cc1O
  A: -68; B: 36; C: 6; D: 56*; E: 63*; F: 3; G: -1

smiles: CCOC(=O)C1=C(COC(=O)/C=C/c2cc(OC)c(OC)c(OC)c2)NC(=O)NC1C (stereo not given)
  A: -9; B: 7; C: -5; D: -7; E: -7; F: 1; G: 1

smiles: C/C=C/c1ccc([C@H]2[C@@H](CN(C)C(C)=O)N(C(=O)C3CC3)[C@H]2CO)cc1
  A: 4; B: 2; C: 3; D: ·; E: ·; F: 0; G: 8

smiles: COC(=O)C[C@@H]1C[C@H]2c3cc(NC(=O)C4CCOCC4)ccc3O[C@H]2[C@@H](CO)O1
  A: -3; B: -11; C: 0; D: 5; E: -21; F: -4; G: -6

Record cards, as listed above.
COc1ccc(S(=O)(=O)NCc2ccncc2)cc1NC(=O)c1ccccc1 as listed: LGR2 inh: 1; EWS-Fli block: 18; SIRT5 block: -1; ARNT TACC3 PPI: ·; PAX8 reporter: 17; CASP6 VEID inh: -3; DENV2 CPE rescue: -12
Cc1ccccc1NC(=O)CN(C)S(=O)(=O)c1cccs1 as listed: LGR2 inh: -1; EWS-Fli block: 3; SIRT5 block: -1; ARNT TACC3 PPI: -4; PAX8 reporter: -16; CASP6 VEID inh: 3; DENV2 CPE rescue: 5

Continued:
Abbreviations – A = LGR2 inh; B = EWS-Fli block; C = SIRT5 block; D = ARNT TACC3 PPI; E = PAX8 reporter; F = CASP6 VEID inh; G = DENV2 CPE rescue
smiles: CCOC(=O)CNC(=O)Cn1cnc2c(nnn2-c2ccc(F)cc2)c1=O
  A: 9; B: -5; C: -2; D: -3; E: ·; F: 1; G: -3

smiles: CCC(=O)N1CC2(C1)[C@H](c1ccccc1)[C@@H](CO)N2C(=O)c1ccccc1
  A: -7; B: 5; C: -4; D: ·; E: 4; F: 3; G: -1

smiles: COc1ccc(S(=O)(=O)Nc2cccc3c2O[C@@H](CN(C)S(C)(=O)=O)[C@@H](C)CN([C@H](C)CO)C3=O)cc1
  A: -16; B: -8; C: 0; D: -6; E: ·; F: -4; G: -12

smiles: Cn1c(=O)[nH]c2c(c1=O)CCO2
  A: 19; B: -6; C: 1; D: -9; E: 6; F: 1; G: 1

smiles: CCCCn1c(N)c(N(CC(C)C)C(=O)C2CC(=O)N(c3ccc4c(c3)OCCO4)C2)c(=O)[nH]c1=O (stereo not given)
  A: -8; B: 1; C: -5; D: -2; E: -8; F: 3; G: -1

smiles: CCC(=O)c1ccc(OCc2ccc(C(=O)OC)cc2)cc1
  A: -27; B: -8; C: 1; D: -11; E: -7; F: -1; G: 2

smiles: CCOC(=O)CN(C(=O)c1snc(C(N)=O)c1N)C(C(=O)NCCC(C)C)c1ccc(C)cc1 (stereo not given)
  A: 12; B: -10; C: -3; D: ·; E: -3; F: 2; G: 1

smiles: Cn1cccc1C(=O)OCC(=O)N1CCc2ccccc21
  A: -22; B: -108; C: -5; D: 1; E: -227; F: 2; G: -1

Some entries already given, showing only SIRT5 block and ARNT TACC3 PPI.
| compound | SIRT5 block | ARNT TACC3 PPI |
| --- | --- | --- |
| Cn1c(=O)[nH]c2c(c1=O)CCO2 | 1 | -9 |
| CCC(=O)N1CC2(C1)[C@H](c1ccccc1)[C@@H](CO)N2C(=O)c1ccccc1 | -4 | · |
